# Assay outcomes (PubChem)
# GAA inhib: inhibitors of human lysosomal alpha-glucosidase; 200,000 compounds, 0.005% hits; purified human GAA, 4-MU-alpha-glucoside fluorescence; Potency, µM (top dose mostly 76.9 µM), for the others: at the highest dose activity change, negative = inhibition, usual class: inhibitors;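 note: plate controls were uninhibited enzyme wells for no effect and no-enzyme background for full effect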
#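 Compounds are titrated up to 77 uM against 4 nM human enzyme. Substrate 4-methylumbelliferyl-alpha-D-pyranoside (400 uM) reacts 20 min at room temperature in pH 5.0 buffer; liberated 4-methylumbelliferone is read at 440 nm.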
# KDM4E inh: blocks human JMJD2E demethylase activity | B2RXH2 | 230,000 compounds, 1.6% hits | JMJD2E catalytic domain, FDH-coupled NADH fluorescence (FDH is formaldehyde dehydrogenase) | Potency, µM (titrated, usually from 57.1 µM), inactives show at the highest dose activity change, negative = inhibition, actives largely listed as inhibitors | AID 2147; active = well fitted inhibition curve with a large enough effect, not every such curve was filed as active; inconclusive = small, poorly fitted or top-dose-only effect, or another doubt; inactive = no such curve, though single readings can be large or run the other way;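 note: 0% = wells with enzyme and -100% = buffer wells without enzyme; nearly all actives have a fitted effect of over 50% in size; many of its hits are not listed in these tables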
# Target sequence (B2RXH2 1-337 limits assumed): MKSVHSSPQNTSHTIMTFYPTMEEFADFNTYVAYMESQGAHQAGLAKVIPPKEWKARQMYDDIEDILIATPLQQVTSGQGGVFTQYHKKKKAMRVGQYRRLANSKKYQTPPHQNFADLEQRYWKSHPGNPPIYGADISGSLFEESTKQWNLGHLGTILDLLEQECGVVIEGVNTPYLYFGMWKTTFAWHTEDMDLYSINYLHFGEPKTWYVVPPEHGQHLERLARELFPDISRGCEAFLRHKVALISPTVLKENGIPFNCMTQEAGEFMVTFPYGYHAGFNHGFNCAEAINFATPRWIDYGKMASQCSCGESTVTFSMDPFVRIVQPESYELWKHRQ
# GLA spleen mod: inhibitors or activators of human alpha-galactosidase in spleen homogenate | human spleen homogenate, 4MU-alpha-Gal fluorescence, 40 min | Potency, µM (titrated, usually from 80 µM), for inactives: top-dose activity change, negative = inhibition, most hits filed as inhibitors | 240,000 compounds, 0.008% hits | AID 2107;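 note: 0% = enzyme with vehicle and -100% = no enzyme basal signal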
# Target sequence (P06280 32-429 limits assumed): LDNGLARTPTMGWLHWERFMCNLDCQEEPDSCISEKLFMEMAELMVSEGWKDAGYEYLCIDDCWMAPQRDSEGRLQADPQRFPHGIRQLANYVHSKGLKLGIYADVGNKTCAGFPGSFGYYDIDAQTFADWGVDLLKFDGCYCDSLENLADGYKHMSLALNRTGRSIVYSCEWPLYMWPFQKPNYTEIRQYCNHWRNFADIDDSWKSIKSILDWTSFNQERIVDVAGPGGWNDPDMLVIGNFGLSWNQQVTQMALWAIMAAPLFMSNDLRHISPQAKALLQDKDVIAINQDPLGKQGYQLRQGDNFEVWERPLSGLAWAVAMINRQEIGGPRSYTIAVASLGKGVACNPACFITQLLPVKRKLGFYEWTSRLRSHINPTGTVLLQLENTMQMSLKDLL
#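 Spleen homogenate 1 ug + cpd (titration) + 4-MU-alpha-D-galactopyranoside 1 mM; 37C 40 min; 50 mM citrate/phosphate pH 5.0, 0.01% Tween-20; stop pH 10; fluorescence 365/440; AC50 via Hill.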
# RGS12 GoLoco inh: RGS12 GoLoco-Gai1 interaction inhibition. P63096. Gai1:RGS12 GoLoco peptide FP, rhodamine, 10 min. Potency, µM (doses to about 61.6 µM), for the others: at the highest dose activity, negative = inhibition, actives largely listed as inhibitors. 230,000 compounds, 0.44% hits; active = well fitted inhibition curve with a large enough effect, not every such curve was filed as active; inactive = no such curve, though single readings can be large or run the other way; note: % is set by controls: 0 for no effect and ±100 for the full control effect; nearly all actives have a fitted effect of over 30% in size; many of its hits are not listed in these tables
# aGlu spleen mod: inhibits or activates alpha-glucosidase in human spleen homogenate. human spleen homogenate, 4-MU-alpha-glucoside fluorescence. Potency, µM (series often up to 79.9 µM), without a hit: at the top dose activity change, negative = inhibition, actives largely listed as inhibitors. 240,000 compounds, 0.006% hits;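 note: 0% = enzyme with vehicle and -100% = no enzyme basal signal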
#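 Human spleen homogenate (1 ug) with 4-methylumbelliferyl-alpha-D-glucopyranoside (1 mM final) in 50 mM citrate/phosphate pH 5.0, 0.01% Tween-20; 40 min at 37 C. Stopped at pH 10; 4-MU fluorescence Ex 365/Em 440 nm; AC50 by Hill fit.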
# GAA glycogen: inhibitors or activators of human alpha-glucosidase glycogen cleavage | recombinant GAA, glycogen substrate, Amplex Red glucose oxidase fluorescence | 300,000 compounds, 0.38% hits | Potency, µM (doses to about 76.4 µM), without a hit: at the top dose activity change, negative = inhibition, hits mostly inhibitors | AID 2100;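 note: 0% = full enzyme reaction and -100% = no-enzyme basal signal; the screen sought inhibitors and activators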
#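 Recombinant enzyme (4 nM final) with compounds titrated up to 77 uM and bovine liver glycogen (30 ug) in citrate pH 5.0, 0.01% Tween-20, 37 C 40 min. Released glucose detected by Amplex Red/glucose oxidase (Ex 573/Em 610); AC50 from Hill fits.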
# ALDH1A1 inh: inhibitors of human aldehyde dehydrogenase 1A1 | P00352 | Purified ALDH1A1, NADH fluorescence, propionaldehyde substrate | Potency, µM (highest dose often 75.3 µM), inactives show top-dose activity, negative = inhibition, usual class: inhibitors | 220,000 compounds, 7.3% hits | AID 1030; active = well fitted inhibition curve with a large enough effect, not every such curve was filed as active; inconclusive = small, poorly fitted or top-dose-only effect, or another doubt; inactive = no such curve, though single readings can be large or run the other way;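 note: plate controls were no enzyme wells and a reference inhibitor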
# SMN2 splice enh: SMN2 splice variant enhancement | Potency, µM (series often up to 46.1 µM), without a hit: at the highest dose activity change, positive = activation, hits mostly activators | HEK293 SMN2-luciferase splicing reporter, luminescence, 30-36 h | 210,000 compounds, 2.8% hits; note: % of control where 0% means no effect; nearly all actives have a fitted effect of over 55% in size
#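 qHTS luciferase splicing reporter: luminescence rises when SMN2 exon 7 is included in transfected HEK293 cells. Compound exposure lasted 30-36 h at 37C, with 4.5 mM final sodium butyrate as control, followed by a ONE-Glo read.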
# * = called active by the depositor; ? = inconclusive; . = no result given; [ ] = another dose, or the depositor's remark. Unless noted, calls come from the whole dose curve; as a rule, active = well fitted curve in the direction sought with a large enough effect; inconclusive = small, poorly fitted or top-dose-only effect, or another doubt; inactive = no such curve, though single readings can be large; an effect the other way counts as inactive or inconclusive. Potency is the fitted concentration of half-maximal effect. These rows are one share of the data (hit frequency here may not be typical).
entry | GAA inhib | KDM4E inh | GLA spleen mod | RGS12 GoLoco inh | aGlu spleen mod | GAA glycogen | molecule | ALDH1A1 inh | SMN2 splice enh
1 | -3% | -1% | -6% | -10% | -8% | 2% | COc1ccc(-c2noc(CCC(=O)NC3CCCCC3)n2)cc1OC | 6% | -9%
2 | -2% | 10% | 3% | 11% | -1% | -4% | COc1ccccc1NC(=O)CSc1ncn(-c2ccccc2)n1 | ? | 23%
3 | 5% | ? | 5% | -1% | 11% | -1% | COc1ccc(/C=C/C(=O)c2ccc3ccccc3c2O)cc1CN1CCOCC1 | 7% | -33%[inhibitor]
4 | . | 18% | -1% | -10% | 5% | -10% | Nc1ccc(CNc2ncn[nH]2)cc1 | . | .
5 | ? | ? | 2% | 7% | -1% | -6% | CN(C)c1c2ccccc2nc2c(F)c(F)c(F)c(F)c12 | ? | 15%
6 | 3% | -7% | 2% | -10% | 1% | -3% | Cc1cccc(C)c1OC(=O)CN(c1ccc(Cl)cc1)S(C)(=O)=O | 1% | -10%
7 | -4% | 3% | 1% | 4% | 6% | -1% | COc1ccc(OC(C)C(=O)NCCc2nc3ccccc3[nH]2)cc1 (configuration not stated) | 13% | 2%
8 | 1% | -5% | 11% | -4% | -3% | 8% | C1CN(c2nc3nonc3nc2N2CCOCC2)CCO1 | 3% | 1%
9 | 1% | 7% | -4% | 5% | -12% | -6% | Cc1cc(NC(=O)CSc2nc(-c3ccccc3)cs2)no1 | 5% | 0%
10 | -3% | 7% | -5% | 6% | -6% | 2% | O=c1[nH]c(/C=C/c2cccnc2)c([N+](=O)[O-])c(=O)[nH]1 | 7% | 6%
11 | 0% | 5% | -4% | 6% | 2% | 3% | CCSc1nc(=S)n(Cc2ccccc2)c(C)c1C(C)=O | ? | -20%
12 | -7% | -1% | 10% | 0% | . | 4% | COc1ccccc1NC(NC(=O)c1cccnc1)C(Cl)(Cl)Cl (configuration not stated) | 2% | -4%
13 | -3% | -20% | -7% | -2% | -3% | -1% | O=C(COC(=O)/C=C/c1cccc(Cl)c1)Nc1ccccc1-c1ccccc1 | 3% | -3%
14 | 1% | -4% | -2% | 2% | 0% | 7% | Cc1cc(C(=O)NNC(=O)c2nn(C)c(=O)c3ccccc23)c(C)o1 | 3% | 17%
15 | -8% | -25% | 5% | 12% | -3% | 2% | Nc1nonc1-c1nc2ccccc2[nH]1 | ? | ?
16 | -6% | -6% | -2% | 8% | -8% | 8% | Cc1cc(C)n(CC(=O)n2c3c(c4ccccc42)CCCC3)n1 | 5% | 4%
17 | -4% | -9% | -12% | -11% | -10% | ? | CCN(CC)S(=O)(=O)c1cc([N+](=O)[O-])ccc1NNC(=O)Nc1ccc(F)cc1 | ? | -17%
18 | 1% | 0% | 3% | 2% | -7% | -1% | CCCS(=O)(=O)N1CCCC(C(=O)N2CCC(Cc3ccccc3)CC2)C1 (configuration not stated) | 0% | -36%[inhibitor]
19 | . | . | -10% | -3% | -1% | . | COC(=O)c1ccc(C)cc1 | -10% | 8%
20 | . | . | -1% | -28% | -1% | . | CC1(C)C(C=C(Cl)Cl)C1C(=O)OCc1cccc(Oc2ccccc2)c1 (configuration not stated) | 0% | .
21 | 1% | -6% | -3% | -5% | -4% | 7% | COc1ccc(NC(=O)c2cc3ccccn3n2)cc1 | -3% | 6.3µM*
22 | 1% | -4% | 4% | 18% | -9% | -3% | O=C(CSC1CC(=O)N(CCc2ccccc2)C1=O)Nc1cccc(Cl)c1 (configuration not stated) | -7% | -8%
23 | -9% | -2% | 11% | -4% | 15% | 38% | CCOC(=O)C(C(=O)NCc1ccc(F)cc1)c1ncc(C(F)(F)F)cc1Cl (configuration not stated) | 3% | -7%
24 | ? | ? | -10% | . | -2% | 1% | CC(=O)NC1(C(F)(F)F)C(=O)NC(C)=C1C#N (configuration not stated) | ? | .
25 | 0% | 8% | 8% | 9% | 2% | 6% | O=C1CC(c2ccccc2)CC(O)=C1C=NC1CCCCCC1 (configuration not stated) | ? | 7%
26 | 0% | 5% | 2% | 2% | -1% | 7% | COCCCNC(=O)Cc1ccccc1OC | 10% | -8%
27 | 14% | -2% | 1% | 3% | 2% | -7% | O=C(OC1CCCCC1=O)c1cccc(S(=O)(=O)NCc2ccccc2)c1 (configuration not stated) | -9% | -23%
28 | . | ? | ? | 36%[activator] | 6% | -2% | COc1ccccc1-n1c(=O)[nH]c2c(C(N)=O)nc(-c3cccnc3)nc21 | . | .
29 | . | -12% | 10% | 10% | 12% | . | CCCn1c(-c2ccc(F)cc2)nc2c(NCCN3CCSCC3)nc(C)nc21 | ? | -7%
30 | ? | 6% | 5% | 5% | -11% | 0% | Cc1ccc(C(=O)c2coc3ccc(O)c(CN4CCN(C)CC4)c23)cc1 | 5% | -9%
31 | 9% | ? | 3% | 17% | -5% | -6% | CCOC(=O)c1ccccc1NC(=O)CSc1nncn1C | 4% | -2%
32 | -1% | -5% | -2% | -2% | . | 2% | O=C(CCl)Nc1ccc(-c2ccccc2)cc1 | 0.25µM* | -61%[inhibitor]
33 | -6% | -9% | 0% | 28% | -3% | 11% | CCOC(=O)C1=C(C)NC(=O)NC1c1ccc(-c2ccccc2F)o1 (configuration not stated) | 20µM* | -14%
34 | 0% | 5% | -7% | 12% | -5% | 11% | Cn1c(=O)c2c(nc(Br)n2CCc2ccccc2)n(C)c1=O | -5% | -28%
35 | -5% | 2% | -13% | 2% | -14% | 1% | Cc1ccc(NC(=O)COC(=O)Cn2cnc3ccccc32)c([N+](=O)[O-])c1 | ? | 24%
36 | -15% | -22% | -5% | 0% | -6% | -3% | O=C(COc1cccc(NC(=O)c2cccs2)c1)c1ccc(F)cc1 | 0% | -32%[inhibitor]
37 | ? | -25% | 7% | 7% | -17% | -11% | CCS/C(N)=N/N=C/c1cc(C)ccc1O | -1% | 11µM*
38 | . | 6% | 8% | 2% | 0% | 1% | CC12CCC(C(=O)Nc3ccc(Cl)cc3)([C@H](Br)C1=O)C2(C)C (some centres not stated) | . | .
39 | 0% | -3% | 3% | 6% | 2% | 8% | CN(C)S(=O)(=O)c1cccc(NC(=S)NCCCn2ccnc2)c1 | -1% | -8%
40 | . | . | -13% | 6% | -12% | . | COCCn1c(=O)c(-c2cc(F)cc(F)c2)nc2cnc(Nc3cccc(OC)c3)nc21 | 5% | 3%

# A draw from above in order of heavy-atom count, largest number first.
entry | GAA inhib | KDM4E inh | GLA spleen mod | RGS12 GoLoco inh | aGlu spleen mod | GAA glycogen | molecule | ALDH1A1 inh | SMN2 splice enh
40 | . | . | -13% | 6% | -12% | . | COCCn1c(=O)c(-c2cc(F)cc(F)c2)nc2cnc(Nc3cccc(OC)c3)nc21 | 5% | 3%
29 | . | -12% | 10% | 10% | 12% | . | CCCn1c(-c2ccc(F)cc2)nc2c(NCCN3CCSCC3)nc(C)nc21 | ? | -7%
23 | -9% | -2% | 11% | -4% | 15% | 38% | CCOC(=O)C(C(=O)NCc1ccc(F)cc1)c1ncc(C(F)(F)F)cc1Cl (configuration not stated) | 3% | -7%
30 | ? | 6% | 5% | 5% | -11% | 0% | Cc1ccc(C(=O)c2coc3ccc(O)c(CN4CCN(C)CC4)c23)cc1 | 5% | -9%
33 | -6% | -9% | 0% | 28% | -3% | 11% | CCOC(=O)C1=C(C)NC(=O)NC1c1ccc(-c2ccccc2F)o1 (configuration not stated) | 20µM* | -14%
39 | 0% | -3% | 3% | 6% | 2% | 8% | CN(C)S(=O)(=O)c1cccc(NC(=S)NCCCn2ccnc2)c1 | -1% | -8%
25 | 0% | 8% | 8% | 9% | 2% | 6% | O=C1CC(c2ccccc2)CC(O)=C1C=NC1CCCCCC1 (configuration not stated) | ? | 7%
38 | . | 6% | 8% | 2% | 0% | 1% | CC12CCC(C(=O)Nc3ccc(Cl)cc3)([C@H](Br)C1=O)C2(C)C (some centres not stated) | . | .
21 | 1% | -6% | -3% | -5% | -4% | 7% | COc1ccc(NC(=O)c2cc3ccccn3n2)cc1 | -3% | 6.3µM*
26 | 0% | 5% | 2% | 2% | -1% | 7% | COCCCNC(=O)Cc1ccccc1OC | 10% | -8%
37 | ? | -25% | 7% | 7% | -17% | -11% | CCS/C(N)=N/N=C/c1cc(C)ccc1O | -1% | 11µM*

# The results go on:
entry | GAA inhib | KDM4E inh | GLA spleen mod | RGS12 GoLoco inh | aGlu spleen mod | GAA glycogen | molecule | ALDH1A1 inh | SMN2 splice enh
41 | 3% | -2% | 2% | 29% | -5% | -10% | O=C(CC1S/C(=N/N=C/c2c[nH]c3ccc(OCc4ccccc4)cc23)NC1=O)Nc1ccccc1 (configuration not stated) | -12% | 3%
42 | -5% | -10% | -12% | -1% | -18% | 5% | COc1ccc(C(c2sc3ncnn3c2O)N2CC(C)OC(C)C2)cc1OC (configuration not stated) | 1% | 24%
43 | 11% | 191%[activator] | 9% | 2% | 6% | -1% | COc1ccc(/C=C2\CCCC3C2=NN(C(=O)CSc2n[nH]c(N)n2)C3c2ccc(OC)cc2)cc1 (configuration not stated) | -14% | 2%
44 | 3% | -4% | 3% | 8% | 1% | 5% | O=c1c(Cl)c(Cl)cnn1Cc1nnc(-c2ccc(Cl)cc2)o1 | 8.9µM* | -46%
45 | 1% | -3% | 1% | -8% | 4% | -5% | CCOC(=O)NC(=O)CSc1nc2ccc(C)cc2[nH]1 | 12% | 4%
46 | . | 1% | -1% | 8% | -10% | 1% | CN1CCN(CC(=O)NN2CC(=O)N(c3ccc(F)cc3)CC2=O)CC1 | . | .
47 | . | . | 0% | 0% | -12% | . | CS(=O)(=O)N1CCC2(CCCN(c3ccncc3)C2)CC1 | 6% | -11%
